From PubChem BioAssay
PfM18AAP inh: blocks P. falciparum M18 aspartyl aminopeptidase. recombinant PfM18AAP, H-Glu-NHMec fluorogenic cleavage. 290,000 compounds, 1.2% hits. AID 1822. inhibition, % at 7.35 µM;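 active = inhibition above the campaign mean inhibition over all tested compounds plus 3 SD, cut at about 28% in these data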;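 note: 0% = plate median of test compound wells and 100% = 2 mM ZnCl2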
FID counter: counter-screen for HCV NS3 helicase inhibitors: DNA intercalator displacement; DNA fluorescent intercalator displacement, fluorescence; inhibition, % at 7.9 µM; 290,000 compounds, 0.17% hits; AID 1845; in the data active = inhibition above about 37%;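 note: 0% = vehicle and 100% = reference compound; higher means more ethidium bromide displaced from hairpin DNA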
GPR7 antag: antagonists of human GPR7 (neuropeptides B/W receptor 1); GPR7-expressing cells, fluorescence antagonist assay; inhibition, % at 4.4 µM; 290,000 compounds, 1.1% hits; in the data active = inhibition above about 16%, passing the limit was not always enough;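 note: cells stimulated with the agonist NPW; 0% = agonist with vehicle and 100% = vehicle without agonist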
Target sequence (P48145 whole entry, looked up): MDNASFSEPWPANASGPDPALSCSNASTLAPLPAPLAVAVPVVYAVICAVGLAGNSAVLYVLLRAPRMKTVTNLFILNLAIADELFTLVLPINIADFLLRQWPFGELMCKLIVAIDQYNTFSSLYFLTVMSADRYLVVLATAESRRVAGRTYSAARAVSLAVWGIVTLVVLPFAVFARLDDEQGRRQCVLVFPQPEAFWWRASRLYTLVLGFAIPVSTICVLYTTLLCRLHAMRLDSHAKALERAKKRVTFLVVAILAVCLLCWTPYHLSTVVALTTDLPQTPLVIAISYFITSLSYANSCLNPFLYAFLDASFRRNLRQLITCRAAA
MEKK2 mut-MEK5: signal of MEK5 binding to mutant human MEKK2 PB1 domain | bead flow cytometry, Alexa488-MEK5 binding to MEKK2 mutant | percent response, % at 10 µM | 290,000 compounds, 0.35% hits | AID 1530; in the data active = percent response above about 24%, passing the limit was not always enough; note: inactives centre near 1; some results filed as inactive read as strong as hits; reference of the scale not given here
PHOSPHO1 block: PHOSPHO1 (human) inhibition. Q8TCT1. recombinant PHOSPHO1, absorbance phosphatase assay. inhibition, % at 13.3 µM. 290,000 compounds, 1.1% hits; in the data active = inhibition above about 60%
OXTR agonist: human OXTR agonism; P30559; CHO-OTR cells, Fluo-8 calcium fluorescence; normalized: DMSO 0%, oxytocin 100%; activation, % at 3 µM; 320,000 compounds, 0.32% hits; AID 2435;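 active = activation above the mean of all tested compounds plus 3 SD, cutoff set per screening run, cut at about 20% in these data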;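 note: peak over basal fluorescence ratio from a 100 s FLIPR kinetic read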
MEKK2 WT-MEK5: raises or lowers MEK5 binding to wildtype human MEKK2 PB1 domain | Q9Y2U5 | bead flow cytometry, Alexa488-MEK5 binding to MEKK2 WT; actives lie on both sides | binding response (% of control), % at 10 µM | 290,000 compounds, 1.1% hits | AID 1531; in the data active = binding response below about 67% or above about 130%
NALP1 yeast inh: blocks the NALP1 inflammasome reconstituted in yeast; inhibition, % at 10 µM; 280,000 compounds, 0.61% hits; S. cerevisiae NALP1/ASC/caspase-1 growth, X-gal OD620, 72 h; in the data active = inhibition mostly above about 24%, no sharp cut-off; inactive = mostly below about 32%; note: some compounds called inactive have numbers as strong as hits
MEKK3 PB1 HTS: modulators (inhibitors or enhancers) of MEK5 binding to human MEKK3 PB1 domain | 290,000 compounds, 1.4% hits | bead-based flow cytometry, Alexa488-MEK5 binding to MEKK3; actives lie on both sides; 0 = blocked by unlabeled MEK5, 100 = vehicle | Q99759 | binding response (% of control), % at 10 µM | AID 1529;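 active = binding response more than 3 SD above or below the average of its plate-row segment, actives on both sides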;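 note: Alexa488 bead fluorescence after subtracting the streptavidin-only scavenger bead signal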
Target sequence (Q99759 whole entry, looked up, the tested form may be a part): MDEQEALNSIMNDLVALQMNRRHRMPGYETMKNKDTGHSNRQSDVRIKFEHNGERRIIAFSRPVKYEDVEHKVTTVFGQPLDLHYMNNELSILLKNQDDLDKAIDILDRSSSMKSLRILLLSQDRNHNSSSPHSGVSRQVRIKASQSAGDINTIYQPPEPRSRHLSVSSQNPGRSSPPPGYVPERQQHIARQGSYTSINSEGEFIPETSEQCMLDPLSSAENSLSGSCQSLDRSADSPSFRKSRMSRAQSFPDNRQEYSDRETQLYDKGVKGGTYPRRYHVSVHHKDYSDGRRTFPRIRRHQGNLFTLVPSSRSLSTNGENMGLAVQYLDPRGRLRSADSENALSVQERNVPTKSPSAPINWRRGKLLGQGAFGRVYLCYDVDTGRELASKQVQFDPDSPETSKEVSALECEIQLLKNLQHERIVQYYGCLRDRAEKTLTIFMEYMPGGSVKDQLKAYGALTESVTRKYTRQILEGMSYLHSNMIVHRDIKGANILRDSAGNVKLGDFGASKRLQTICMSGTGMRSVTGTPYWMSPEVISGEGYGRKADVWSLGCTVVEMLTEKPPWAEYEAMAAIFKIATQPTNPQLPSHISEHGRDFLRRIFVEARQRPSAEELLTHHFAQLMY
* hit, by the source's call; nt = no result given; [ ] = dose if it differs, or a comment. Not a hit list. About 6.2% of those tested had a hit in this group.

structure,PfM18AAP inh,FID counter,GPR7 antag,MEKK2 mut-MEK5,PHOSPHO1 block,OXTR agonist,MEKK2 WT-MEK5,NALP1 yeast inh,MEKK3 PB1 HTS
O=c1c(-c2nc3ccccc3s2)cccn1Cc1ccccc1,6,-3,-7,0,36,1.3,101,8,103
CC1(C)Cc2c(cnn2-c2cccc(F)c2)C(NC(=O)c2ccc(=O)[nH]n2)C1 (stereo not given),-4,-38,-18,0,24,-0.6,100,20,99
COc1cccc(/C=C2/C(=O)NN(c3ccc(Br)cc3)C2=O)c1O,8,-3,12,1,29,nt,109,20,108
CC(C)c1ccc(-c2nc(N3CCCC3)nc3n[nH]c(N)c23)cc1,-9,-1,-13,0,11,-1.3,95,9,101
CCOC(=O)N1CCN(C(=O)c2c(N)no[n+]2[O-])CC1,-10,-2,9,-13,16,0.7,75,-2,88
CCOC(=O)COc1ccc2c(c1)C(=O)CC1(CCN(C(C)=O)CC1)O2,-4,-11,5,7,13,2.1,105,2,105
CCCN(CCC)CCCNC(=O)c1cn(CC)c2ccc(S(=O)(=O)N3CCOCC3)cc2c1=O,8,4,5,-3,45,0.4,99,14,101
CCOC(=O)c1c(C)nc2sc3c(=O)n(-c4ccc(C(C)=O)cc4)nnc3c2c1-c1ccc(Cl)cc1,-4,3,0,5,38,0.5,103,21,100
CC(C)NS(=O)(=O)c1ccc(NCCCn2ccnc2)c([N+](=O)[O-])c1,-2,1,11,9,-13,0.6,105,15,105
Cc1ncoc1C(=O)Nc1ccccc1-c1ccccc1,5,-2,-13,1,14,-0.9,98,-12,100
Cc1[nH]nc2c1C(c1cccs1)C(C#N)=C(N)O2 (stereo not given),35*,0,40*,-15,16,0.2,57,5,55
O=C(O)Cn1c(CC(=O)N2CCCC2)nc2ccccc21,-4,2,-9,5,28,0.5,103,2,106
C=C1CCN([C@@H](C)C(=O)NCc2ccc(OC)cc2)S(=O)(=O)c2ccccc21,nt,nt,nt,3,-1,1.3,90,16,90
CN(C)c1ccc(C(CN)c2c[nH]c3ccccc23)cc1 (stereo not given),15,1,-2,0,8,0.8,110,0,69*[inhibitor]
Cc1c(OCC(=O)N[C@@H](Cc2ccccc2)C(=O)O)ccc2c1oc(=O)c1ccccc12,-5,8,-6,0,13,-0.2,101,-3,100
COc1ccc(CCNC(=O)CSc2nc(C)nc3c2oc2ccccc23)cc1OC,3,2,-13,16,32,0.3,107,8,110
CCCCC(=O)NC(=S)Nc1nnn(CCC)n1,-2,-7,-7,-18,-19,-0.3,53,2,43*[inhibitor]
O=C(c1cccc(F)c1)N1CCN(c2ccc([N+](=O)[O-])c(N3CCCCC3)c2)CC1,-12,-29,0,4,22,-2.3,101,4,100
CC(=O)C(Cc1cccc(F)c1)(Cc1cccc(F)c1)C(C)=O,2,-14,-5,-3,25,-3.1,91,-6,90
O=C(Nc1ccc(NC(=O)C2CCCCC2)nc1)c1ccccn1,3,-15,-6,-5,63*,0.1,91,8,97
Cc1n(N)c2ccccc2[n+]1CC(=O)c1ccccc1,6,1,-13,5,19,1.2,105,14,105
O=C(N/N=C/C=C\c1ccco1)c1ccccn1,6,-17,-2,4,6,-0.5,104,-6,112
Cn1c(SC(C(=O)Nc2ccc(F)cc2)c2ccccc2)nc2ccccc21 (stereo not given),-2,-9,2,6,8,0.3,96,27,104
C/C(=N\NC(=O)CO/N=C(\C)c1cccs1)c1ccc(N)cc1,-6,-24,6,8,30,1.2,100,17,94
Cc1cc(N2C(=O)C(O)=C(C(=O)c3ccco3)C2c2ccc(O)cc2)no1 (stereo not given),26,1,7,nt,-2,-0.9,nt,11,nt

Another view of part of the listing above.
structure: Cc1ncoc1C(=O)Nc1ccccc1-c1ccccc1
  PfM18AAP inh: 5; FID counter: -2; GPR7 antag: -13; MEKK2 mut-MEK5: 1; PHOSPHO1 block: 14; OXTR agonist: -0.9; MEKK2 WT-MEK5: 98; NALP1 yeast inh: -12; MEKK3 PB1 HTS: 100
structure: Cc1[nH]nc2c1C(c1cccs1)C(C#N)=C(N)O2 (stereo not given)
  PfM18AAP inh: 35*; FID counter: 0; GPR7 antag: 40*; MEKK2 mut-MEK5: -15; PHOSPHO1 block: 16; OXTR agonist: 0.2; MEKK2 WT-MEK5: 57; NALP1 yeast inh: 5; MEKK3 PB1 HTS: 55

More structures follow.
structure,PfM18AAP inh,FID counter,GPR7 antag,MEKK2 mut-MEK5,PHOSPHO1 block,OXTR agonist,MEKK2 WT-MEK5,NALP1 yeast inh,MEKK3 PB1 HTS
COc1cccc(CN2C(=O)CCC2(C)C(=O)NC2CCCC2)c1 (stereo not given),-30,-10,3,5,-3,0.9,104,-6,97
O=C(O)CCCC(=O)Nc1cccc2cccnc12,-1,0,5,6,11,0.0,123,20,121
COC(=O)C1=C(C)NC(=O)/C1=C\c1cc(C)n(-c2ccccc2)c1C,-1,-17,-16,-3,-14,-1.6,93,12,100
CCn1cc(C(=O)NCC(=O)NCCCN2CCOCC2)c(=O)c2cc3c(cc21)OCO3,-3,-5,-2,3,29,1.1,99,15,98
COc1ccccc1CNS(=O)(=O)c1ccc2c(c1)NC(=O)CS2,-4,-13,-2,3,17,1.2,100,24,102
CC1CCCCN1CC(=O)Nc1ccc(Oc2ccccc2)cc1 (stereo not given),2,14,-5,-1,13,-0.1,107,17,99
COc1ccc(NC(=O)C(=O)NNC(=O)C(C)Oc2ccc(Cl)cc2Cl)cc1 (stereo not given),-8,-21,-11,-1,36,-2.0,114,6,123
Cc1ccc(C)c(N2CCN(C3CCCCC3NS(=O)(=O)c3ccccc3)CC2)c1 (stereo not given),-5,26,-9,-7,35,-1.4,97,26,98
COc1ccc2nc(SCC(=O)NC3CCCc4ccccc43)[nH]c2c1 (stereo not given),0,-12,-2,-3,0,-1.4,97,33,100
O=C(NCC1COc2ccccc2O1)c1c[nH]c2ccc(S(=O)(=O)N3CCOCC3)cc2c1=O (stereo not given),-2,4,-8,3,14,nt,103,-2,104
COc1ccc(CCn2c(=N)c(C(=O)NCCN3CCOCC3)cc3c(=O)n4ccccc4nc32)cc1OC,4,44*,-2,4,16,1.3,107,1,105
CCOC(=O)c1c(NC(=O)COC(=O)CNC(=O)c2ccco2)sc(C(C)=O)c1C,5,-13,-9,1,-20,-2.7,103,13,104
N#C/C(=C/c1ccc(-c2ccccc2)o1)c1nc(-c2cccs2)cs1,0,2,-5,117*,-15,16,nt,10,98
COc1ccc(CNC(=O)COc2cc(=O)n(C)c3ccccc23)cc1,-1,-21,-4,-10,9,-1.3,102,-10,104
CCn1c2ccccc2c2cc(/C=N/NC(=O)c3cccc(C)c3)ccc21,-7,-3,2,-1,5,-0.4,93,-1,97
O=C(Cn1nnc2ccccc2c1=O)NC1CCCCC1,-2,-3,-4,-3,14,0.7,97,9,101
COc1ccc(/C(O)=C/C(=O)C(=O)NNC(=O)c2ccccc2)cc1,8,-23,16,-2,26,0.3,103,3,101
O=C(Nc1ccccc1)N1CC=C(c2ccccc2)CC1,-1,-4,3,12,16,-1.5,106,2,100
CCc1ccccc1NC(=O)CSc1nnc([C@@H](N)Cc2ccccc2)o1,-1,-5,-10,-3,-3,-0.2,99,13,85
O=C(NCc1ccccc1F)C1CCN(C(=O)c2sccc2-n2cccc2)CC1,-1,-16,0,6,-15,0.2,109,-7,108
COc1ccccc1CCNC(=O)C(C)n1nc(C)c2c(C)n(-c3ccccc3)nc2c1=O (stereo not given),0,-46,-16,1,30,0.8,100,5,100
CC(C)CC(=O)NC(=S)Nc1ccc(N2CCOCC2)c(Cl)c1,-7,-21,10,-12,23,3.3,84,8,86
COc1cccc(NC(=O)N2CCCC2C(=O)NC2CC2)c1 (stereo not given),3,-2,3,0,41,1.2,98,19,101
Cc1cccc(C)c1-n1nnnc1SCSc1nnnn1-c1c(C)cccc1C,0,1,-2,4,4,0.0,97,21,99
Cc1ccc(-c2nc3ccccc3nc2Cl)cc1,-11,3,-13,-6,6,-1.2,90,-7,86

More compounds follow.
structure,PfM18AAP inh,FID counter,GPR7 antag,MEKK2 mut-MEK5,PHOSPHO1 block,OXTR agonist,MEKK2 WT-MEK5,NALP1 yeast inh,MEKK3 PB1 HTS
Cc1cc(N2CCOCC2)nc(SCc2ccc(Cl)cc2Cl)n1,0,-7,-11,22,28,-0.3,114,-4,109
CC1CC(C)CN(S(=O)(=O)c2cc(C(=O)O)c(Cl)s2)C1 (stereo not given),-15,-26,-1,1,9,-0.6,93,32,94
Nc1nc2c(s1)C(=O)CCC2,-9,3,-2,-12,-8,1.1,90,-16,80
CN(C)CCN(Cc1ccco1)C(=O)c1cc2c(Cl)nc3ccccc3c2s1,-6,7,11,-8,48,1.5,114,3,98
CCCCCOC(=O)Cn1c(=O)c2c(nc(N3CCOCC3)n2C)n(C)c1=O,5,-28,-7,7,4,1.8,107,2,106
Cc1cc(C)n2nc(SCC(=O)N/N=C/c3ccc(F)cc3)nc2n1,3,-8,-10,5,23,0.3,103,1,106
O=C1C(Cl)=C(NCC2CCCO2)C(=O)N1CCc1ccccc1 (stereo not given),-2,-14,-6,-2,6,-0.6,93,nt,89
CC(=O)Nc1ccc(S(=O)(=O)NC(C)c2ccccc2)cc1 (stereo not given),-2,-3,-14,2,29,nt,106,10,101
CCOC(=O)C1=C(CC)Nc2ccccc2N=C1NC(=O)Nc1ccc(Cl)c(Cl)c1,-1,6,19,20,-5,12,145*,-1,97
COc1cccc(NC(=O)Nc2ccc3c(c2)N(C)C(=O)CS3)c1,3,-11,7,0,3,3.8,106,10,101
COc1cccc(-n2c(=O)c3sccc3n(CC(=O)NC3CCCCC3)c2=O)c1,-6,-4,9,-10,35,-0.6,98,15,94
Oc1ccc(/C=N/Nc2ncnc3nc[nH]c23)cc1,3,-3,11,-4,27,2.3,95,nt,96
Cc1ccc(C(=O)O[C@H](C(=O)O)[C@H](OC(=O)c2ccc(C)cc2)C(=O)O)cc1,3,1,10,8,38,-0.6,110,-1,105
Cc1ccc2nc(NC(=O)Cc3cccs3)sc2c1,-11,1,8,5,26,-0.9,97,26,99
Cc1ccc(S(=O)(=O)NCC(=O)NC2CC2)cc1,-1,-2,-5,6,-22,0.3,106,4,104
OCCNc1nc(Nc2cc(Cl)ccc2OC2CCCC2)nc(N2CCCC2)n1,nt,nt,nt,-1,nt,1.2,109,nt,103
CC(C)(C)C(=O)Nc1nnc(COc2ccc(Cl)cc2)s1,-7,-23,-18,10,4,-3.0,103,20,106
CCOCCCNC(=O)C1CCCN1C(=O)NC1CCCCC1 (stereo not given),-8,-1,14,-4,-25,1.2,93,27,86
O=C(CCN1C(=O)C2C3CCC(C3)C2C1=O)Nc1ccccc1Cl (stereo not given),5,-2,-7,-3,23,0.8,102,10,100
CCC(=O)Nc1ccccc1C(=O)OCC(=O)Nc1ccc(S(N)(=O)=O)cc1,1,-6,-12,-1,46,0.0,94,-1,93
CC(C)c1ccc(O)c(NC(=O)c2cncc(Br)c2)c1,2,-6,-10,0,21,-0.6,98,31,100
Cc1cccc(C)c1NC(=O)Cn1c(=O)c2cccn2c2ccccc21,2,-21,2,-3,19,-0.2,96,11,96
COCC(C)NC(C(=O)Nc1ccc(Cl)c([N+](=O)[O-])c1)c1ccccc1 (stereo not given),5,5,-5,1,-1,0.2,104,14,112
CCOC(=O)C1Nc2ccc(C(=O)O)cc2C2C=CCC12 (stereo not given),6,-12,-11,2,3,0.9,104,17,103
COc1ccc(C(=O)NCCC(C)C)cc1S(=O)(=O)N1CCOCC1,-1,-6,-5,4,17,0.0,104,28,98
CCn1c(CCNC(=O)c2ccc(Cl)cc2Cl)n[nH]c1=S,1,-7,-2,11,-83,0.2,109,-7,103
O=C(NCc1ccncc1)Nc1ccccc1Cl,-1,-4,-2,2,-28,0.3,106,7,111
